E coli growth: bacterial growth inhibition, counter-screen for AddAB inhibitors. AID 449728. inhibition, % at 11.9 µM. 330,000 compounds, 0.27% hits. E. coli V3065 growth, OD600 absorbance, 18 h;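 active = inhibition above the campaign's mean inhibition across all tested compounds plus 3 SD, cut at about 9.9% in these data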;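 note: uninfected addAB+ strain grown without phage in ampicillin broth; 0% = DMSO wells and 100% = ciprofloxacin 0.95 µg/ml wells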
PfHsp90 yeast 2: inhibits growth of yeast expressing Plasmodium falciparum Hsp90; S. cerevisiae expressing PfHsp90, BacTiter-Glo ATP, 48 h; yeast lacking PDR1 and PDR3 efflux regulators; inhibition, % at 9.4 µM; 310,000 compounds, 0.32% hits;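 active = every replicate shows inhibition above about 80%, whatever the replicate mean, limit read from the data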;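 note: 0% = DMSO neutral controls and 100% = 20 µM radicicol positive controls; yeast relying on Plasmodium falciparum Hsp90 in place of its own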
MOR-DOR ag: OPRM1-OPRD1 heterodimerization agonism; P35372+P41143; cells, luminescence; activation, % at 9.3 µM; 340,000 compounds, 0.3% hits; AID 504326; in the data active = activation above about 18%;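 note: 0% = vehicle-treated cells and 100% = reference agonist; values of inactives mirror those of a sister screen read the other way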
Target sequence (P35372 whole entry, looked up): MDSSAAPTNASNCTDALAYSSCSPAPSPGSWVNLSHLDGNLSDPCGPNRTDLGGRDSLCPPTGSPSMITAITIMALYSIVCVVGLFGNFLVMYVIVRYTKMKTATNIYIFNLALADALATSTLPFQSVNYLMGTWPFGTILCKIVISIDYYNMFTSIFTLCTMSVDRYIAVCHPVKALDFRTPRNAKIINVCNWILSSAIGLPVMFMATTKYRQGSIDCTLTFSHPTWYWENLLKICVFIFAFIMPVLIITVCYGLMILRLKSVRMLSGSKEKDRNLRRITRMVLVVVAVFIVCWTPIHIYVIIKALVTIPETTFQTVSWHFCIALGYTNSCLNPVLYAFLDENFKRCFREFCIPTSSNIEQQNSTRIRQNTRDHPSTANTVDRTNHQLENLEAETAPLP
Target sequence (P41143 whole entry, looked up): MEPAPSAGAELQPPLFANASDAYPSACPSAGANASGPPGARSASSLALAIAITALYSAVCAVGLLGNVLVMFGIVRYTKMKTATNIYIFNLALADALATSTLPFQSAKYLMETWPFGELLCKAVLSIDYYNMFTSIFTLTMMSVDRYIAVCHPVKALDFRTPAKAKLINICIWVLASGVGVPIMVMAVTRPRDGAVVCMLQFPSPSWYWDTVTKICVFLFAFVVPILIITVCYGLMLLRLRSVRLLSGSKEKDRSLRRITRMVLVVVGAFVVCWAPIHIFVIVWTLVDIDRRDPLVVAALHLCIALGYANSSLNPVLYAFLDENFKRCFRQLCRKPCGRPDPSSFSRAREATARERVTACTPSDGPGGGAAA
MOR-DOR inv ag: mu-delta opioid heterodimer inverse agonism. P35372+P41143. cell-based MOR-DOR heterodimer luminescence. inhibition, % at 9.3 µM. 340,000 compounds, 0.21% hits. AID 504357; in the data active = inhibition above about 22%, passing the limit was not always enough;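 note: 0% = cells with DMSO and 100% = wells without cells with DMSO; values of inactives mirror those of a sister screen read the other way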
HTR5A inv ag: HTR5A inverse agonism, opioid heterodimer counter-screen; P47898; HTR5A cell line, luminescence; inhibition, % at 9.3 µM; 340,000 compounds, 0.083% hits; AID 504634; in the data active = inhibition mostly above about 23%, no sharp cut-off; inactive = mostly below about 18%;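 note: 0% = cells with DMSO and 100% = no-cell wells with DMSO; some compounds called inactive have numbers as strong as hits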
HTR5A ag: activates human HTR5A in OPRM1-OPRD1 agonist counter-screen; P47898; activation, % at 9.3 µM; 340,000 compounds, 0.61% hits; AID 504692; HTR5A agonist assay, luminescence, cell-based; in the data active = activation mostly above about 9.5%, no sharp cut-off; inactive = mostly below about 7.6%;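 note: 0% = cells with vehicle only and 100% = reference agonist; strong numbers were not always called active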
PKA-R1A activ: activators of PKA-R1A complex | PKA-R1A dissociation, Cy5-IP20 fluorescence polarization; scaled: DMSO 0%, 113 µM cGMP 100% | 340,000 compounds, 0.083% hits | activation, % at 11.4 µM | P00514+P68181 | AID 504707;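 active = percent activation above the mean of all tested compounds plus 3 SD, cut at about 19% in these data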;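 note: higher means more PKAc released from R1A so a rise in polarization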
DSG3 Ab inh: inhibitors of pemphigus antibody binding to human desmoglein-3. DSG3-coupled beads, scFv-anti-DSG3-GFP binding, flow cytometry; active compounds read low. binding (percent of control), % at 10 µM. 310,000 compounds, 0.48% hits. AID 588358;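 active = binding more than 3 SD below its plate's average and above zero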;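 note: hits lower antibody fragment binding to DSG3; some compounds called inactive have numbers as strong as hits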
Mot1-301 SUMO: blocks SUMOylation pathway, rescuing yeast Mot1-301 growth; S. cerevisiae Mot1-301 growth rescue, ATP luminescence, 38.5C; percent above DMSO median, 100 means doubled; growth rescue, % at 18.8 µM; 320,000 compounds, 1% hits; AID 2716;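 active = every valid replicate shows activation above 250% relative to neutral control wells; inactive = the rest, any valid replicate at or below 250%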;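 note: OY570 slx delta 5 strain wells were the positive control but not used for scaling; some compounds called inactive have numbers as strong as hits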
AddAB inh: less growth of phage-infected E. coli with AddAB; E. coli expressing H. pylori AddAB, absorbance growth; inhibition, % at 11.9 µM; 330,000 compounds, 0.29% hits; AID 435030; in the data active = inhibition above about 12%;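 note: 0% = vehicle wells of infected cells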
phage Ecoli inh: E. coli growth loss with phage present. 360,000 compounds, 0.26% hits. inhibition, % at 11.9 µM. growth absorbance; in the data active = inhibition above about 11%
* hit, by the source's call; x = not tested or not shown.

SMILES	E coli growth	PfHsp90 yeast 2	MOR-DOR ag	MOR-DOR inv ag	HTR5A inv ag	HTR5A ag	PKA-R1A activ	DSG3 Ab inh	Mot1-301 SUMO	AddAB inh	phage Ecoli inh
COc1cccc(-c2ccc3c(c2)S(=O)(=O)c2cccc(C(=O)O)c2C3=O)c1OC	1.5	x	-0.7	4	23	-2	7	100	27	1.0	1.0
COc1ccc(C2=Nc3cc(C)ccc3OC2)cc1	0.0	20	0.9	-5	0	0	8	104	-2	1.3	-1.4
N=c1c(C(=O)NC2CCCCC2)cc2c(=O)n3ccccc3nc2n1CCc1ccccc1	-0.4	-6	-4.5	24	24	1	-11	101	-5	2.5	3.5
CCOc1ccc(OCCOCCOc2ccccc2Cl)cc1	-1.6	-21	2.0	-10	-5	2	-8	100	4	1.4	2.6
CC(=O)Nc1ccc(S(=O)(=O)N2CCN(C3CCCCCCC3)CC2)cc1	2.1	4	2.1	-12	-1	-3	-4	89	138	2.1	1.8
O=C(CS(=O)CC(=O)Nc1ccccc1-c1ccccc1)Nc1ccc(F)cc1 (centres undefined)	-2.8	-26	-2.5	16	-17	6	5	x	-5	1.6	1.0
Cc1ccc(N=C2C(=O)Nc3ccccc32)cc1	-1.8	0	-9.6	49*	8	-2	-13	90	-6	-2.5	-1.2
Cc1ccc(C(=O)Nc2cc([N+](=O)[O-])ccc2F)s1	-0.1	3	-0.1	1	2	-1	-4	94	-6	2.8	3.7
COc1ccc(S(=O)(=O)N2CCOCC2)cc1NC(=O)Cc1ccc2c(c1)OCCO2	0.7	13	1.0	-4	12	-5	7	105	6	0.0	0.1
CCC(=O)N1CCc2cc(S(=O)(=O)NCCC(=O)NC3CCCCCC3)ccc21	-0.8	5	-2.2	11	30	1	-3	103	-4	1.1	4.0
O=C(COC(=O)c1ccccc1C(=O)c1ccccc1)NCCc1ccccc1	-0.3	0	1.2	-6	3	-1	0	113	6	0.3	0.6
CC1Cc2nc(SCC(=O)NCCc3ccccc3)n(C)c(=O)c2S1 (centres undefined)	0.3	-17	-3.2	16	-32	11	1	102	-15	3.4	-1.4
O=C(Nc1ccccc1)C1CC2CCCC(C1)C2=O (centres undefined)	-1.9	-21	-1.3	8	-17	6	0	104	51	-1.6	-1.8
CN1CCN(CC(O)COc2ccc(Cl)cc2)CC1 (centres undefined)	2.2	-10	-1.7	10	-1	-4	18	111	1	-0.1	2.6
NNC(=O)c1n[nH]c(=O)c2ccccc12	0.5	-23	-1.3	7	8	-1	0	104	6	2.1	-0.4
O=C(Nc1ccc(OCC(F)(F)C(F)F)c(C(F)(F)F)c1)c1ccccc1	2.9	-11	0.6	-3	6	1	-2	105	22	0.1	4.6
CCCCc1ccc(/C=C(\C#N)C(N)=S)s1	x	31	2.6	-15	-3	1	-10	94	x	x	3.3
Cc1cccc2c(N=Nc3ccc(S(=O)(=O)Nc4ccc(Cl)cc4)cc3[N+](=O)[O-])c(O)[nH]c12	0.4	-14	-1.1	6	-6	2	0	83	-6	0.7	3.9
O=c1[nH]cc(S(=O)(=O)Nc2ccc3c(c2)OCO3)c(=O)[nH]1	0.0	x	0.0	0	5	-2	6	103	1	0.9	1.8
O=C(c1ccccn1)N(Cc1cc2ccccc2[nH]c1=O)C1CCCCC1	1.1	18	0.6	-3	-3	1	-7	x	4	0.8	-1.2
O=CNc1ccc2c3c(cccc13)-c1ccccc1-2	x	x	3.2	-17	0	0	-10	90	x	x	2.1
CCCNC(=O)Cn1sc2nc(C)cc(C)c2c1=O	-0.5	-6	-3.6	19	-21	7	4	83	423*	0.2	-0.5
O=C(NCC1CCCO1)c1onc(CSc2ccccc2)c1C(=O)O (centres undefined)	-0.6	-36	-1.6	9	-2	-4	4	106	3	-0.5	0.7
COC(=O)c1cc(NC(C)=O)ccc1N1CCOCC1	2.2	12	-0.5	4	20	-1	0	105	-4	2.5	4.0
OC1COC(c2ccccc2)OC1C(O)C1OC(c2ccccc2)OCC1O (centres undefined)	x	3	-2.6	14	-2	0	2	126	x	x	2.9
CN(C)c1cc[n+](CC(=O)N2CCCc3ccccc32)cc1	-2.4	-6	-2.2	13	8	-3	-6	98	11	3.1	3.7
CC(C)(C)SCCNC(=O)CN(c1ccc(F)c(Cl)c1)S(C)(=O)=O	2.1	5	-1.7	9	-11	1	2	107	-18	-0.2	3.4
COc1ccccc1N1CCN(S(=O)(=O)c2cn(C)nc2C)CC1	-1.5	1	-0.8	4	3	4	-6	x	-7	4.7	0.9
O=C(NC1CCN(C(=O)Nc2ccccc2Cl)CC1)c1ccccc1	3.3	8	-2.0	10	-24	-1	-2	94	19	5.7	2.5
N#C/C(=N\Nc1ccccc1)C(N)=S	1.0	7	-2.8	14	-10	-6	-9	95	0	1.1	3.4
Cc1noc(C)c1COc1ccc(CC(=O)NC2CCCCCC2)cc1	1.4	19	-0.7	4	-13	0	-11	97	139	0.2	3.7
O=C(CCn1cccc1)Nc1cccc(F)c1	-1.4	-1	-1.4	8	8	-5	-7	107	160	0.7	5.6
CC(=O)c1cc(-c2ccccc2)n(CC(=O)NC(C)(C)C)c1C	-2.0	5	-0.1	1	10	-3	4	103	11	0.8	4.7
CCOc1ccc(CCNC(=O)CCNC(=O)c2ccco2)cc1OCC	1.9	-4	1.7	-9	-20	4	-7	103	-13	1.8	2.1
O=C(NC1(Cc2ccccc2)CCN(Cc2ccc(-c3ccccc3)cc2)C1=O)c1ccccc1 (centres undefined)	-2.8	-11	-0.8	5	-37	-2	9	102	-12	4.4	0.3
Cc1nnc(SCC(=O)NCc2ccccc2)[nH]c1=O	1.0	-7	-0.7	4	2	-1	2	107	6	1.4	2.1
CC1(C)CC(=O)CC(=Nc2ccc3[nH]c(=O)[nH]c3c2)C1	-1.1	-9	-1.6	8	-22	3	4	101	143	-1.4	1.6
O=C(Nc1ccccc1C(=O)N1CCOCC1)c1cc2ccccc2o1	0.3	-5	-2.0	10	0	0	1	97	-5	3.0	-0.4
O=C(CCc1ccccc1)N=C1SC2CS(=O)(=O)CC2N1Cc1ccccc1 (centres undefined)	0.2	8	0.3	-2	-20	2	14	89	3	4.6	4.4
CCn1cc(/C=C(\NC(=O)c2ccc(OC)cc2)C(=O)N2CCN(C)CC2)c2ccccc21	x	-50	-1.7	9	15	1	0	x	x	x	-0.2
O=C(Nc1cc(Cl)ccc1N1CCOCC1)c1cc2ccccc2o1	-0.7	-15	-0.6	4	-26	-5	-1	94	-2	3.9	1.0
COCCn1c(C)c(C)c2c(NCCc3ccccc3)ncnc21	x	-16	0.0	0	5	-1	-6	109	-21	x	-0.3
COc1ccc(C2=NS(=O)(=O)N(C)C(C(=O)N3CCOCC3)=C2)cc1OC	1.6	28	-1.1	6	-14	5	-10	97	3	1.8	1.4
COc1cccc(NC(=O)CNC(=O)c2ccc(OC)c(OC)c2)c1	-3.2	-4	-1.8	10	-1	0	-14	100	-11	-1.0	1.4
CN(C)Cc1nc2c(c(=O)[nH]1)C(C)(C)Cc1ccccc1-2	0.8	4	0.0	0	1	0	-13	102	-17	-1.6	-0.5
Cc1cc(=O)oc2c3c(cc(OCC(=O)NCc4ccccn4)c12)OC(C)(C)CC3	-3.4	7	-1.9	9	-7	6	-5	90	-1	2.7	2.2
O=C(Nc1cc(C(F)(F)F)ccc1N1CCOCC1)c1c(F)c(F)c(F)c(F)c1F	-1.8	-7	4.0	-23	-14	7	-1	112	-24	1.4	0.6
COc1cc(/C=C2\SC(=S)N(N3CCOCC3)C2=O)ccc1O	-0.2	6	-2.1	11	-5	-3	-11	95	-13	2.3	1.9
COc1c2ccc(C(=O)NCCCCc3ccccc3)cc2nn1C	1.5	5	-0.2	1	-24	0	-7	x	2	2.7	3.3
CN(C)S(=O)(=O)c1ccc(Cl)c(NC(=O)C2CCN(S(=O)(=O)c3cccs3)CC2)c1	1.9	19	-0.7	3	3	-4	-2	96	-11	2.8	3.2
CC(C)CC(=O)NC(=S)Nc1ccc(N2CCN(C(=O)c3cccs3)CC2)cc1	0.5	-3	-1.5	8	-7	-4	-7	118	492	0.6	1.9
O=C(Cn1cc(SCc2ccc(F)cc2)c2ccccc21)N1CCOCC1	-0.8	-16	-0.2	1	-25	-4	7	109	-36	2.7	2.2
O=C(O)c1ccccc1N=Nc1ccc(O)cc1	0.4	-13	-0.3	2	12	-3	1	92	-3	-2.5	3.0
CCOC(=O)C1=NOC2C3CC(C12)C1C(=O)N(CCc2ccc(OC)c(OC)c2)C(=O)C31 (centres undefined)	0.2	-24	-2.0	10	-9	3	-14	96	-13	0.8	0.1
COc1ccc(C(=O)Nc2ccc(NC(=O)c3ccccc3)cc2)cc1S(=O)(=O)N1CCOCC1	1.1	-13	-0.3	2	-16	6	-1	114	26	2.7	2.8
CN(Cc1ccccc1)S(=O)(=O)c1ccc(N2CCCC2=O)cc1	0.0	4	-1.0	4	11	-4	0	x	-12	0.3	0.8
O=C(c1sc2ccccc2c1Cl)N(Cc1ccccc1)C1CCS(=O)(=O)C1 (centres undefined)	1.9	10	29*	-146	0	-2	-13	x	9	4.1	3.4
C=C1CCC2[C@](C)(CO)[C@H](O)CC[C@@]2(C)[C@@H]1C/C=C1\C(=O)OC[C@H]1O (some centres undefined)	-1.2	-7	2.0	-10	-10	5	2	x	5	2.7	2.5
O=C(Cn1c(C(F)(F)F)nc2ccccc21)c1ccc(Cl)cc1	-0.3	-5	-1.9	10	-10	1	1	99	7	-0.6	2.7
CC(=O)NNc1ncnc2c1cnn2-c1ccc(C)c(C)c1	0.2	x	-1.2	6	23	-3	-13	122	-3	0.4	3.2
Carrying on.
SMILES	E coli growth	PfHsp90 yeast 2	MOR-DOR ag	MOR-DOR inv ag	HTR5A inv ag	HTR5A ag	PKA-R1A activ	DSG3 Ab inh	Mot1-301 SUMO	AddAB inh	phage Ecoli inh
O=C1c2ccccc2NC(c2ccc(O)cc2)N1Cc1ccco1 (centres undefined)	3.4	6	-1.9	10	6	-4	-11	100	-3	3.2	1.4
CCCCn1c(N)c(N(CC(C)C)C(=O)c2ccc(N(C)S(=O)(=O)c3ccc(C)cc3)cc2)c(=O)[nH]c1=O	1.5	8	-1.2	8	18	-7	-18	102	x	2.1	3.8
O=C(CSc1nnc2scc(-c3ccc(Cl)cc3)n12)NCc1ccco1	4.0	x	1.5	-8	3	-5	2	130	-7	0.9	1.9
CCOC(=O)COc1cccc2c(=O)n(CC(=O)NCCc3ccccc3)ccc12	0.4	-6	-0.4	2	-7	2	5	99	1	-0.5	3.8

Only HTR5A inv ag, HTR5A ag and MOR-DOR inv ag, for two of the compounds above:
Structure	HTR5A inv ag	HTR5A ag	MOR-DOR inv ag
CCCNC(=O)Cn1sc2nc(C)cc(C)c2c1=O	-21	7	19
CCOc1ccc(OCCOCCOc2ccccc2Cl)cc1	-5	2	-10

Screening results (PubChem BioAssay)
